# PfHsp90 yeast 2: growth inhibition of PfHsp90-expressing yeast, primary screen, antimalarial PfHsp90 inhibitor project, S. cerevisiae, BacTiter-Glo luminescence, single point, set 2; BacTiter-Glo ATP, 48 h; yeast lacking PDR1 and PDR3 efflux regulators; inhibition, % at 9.4 µM; actives 0.32% (n = 310,000); AID 504621, 2011;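 active means every replicate shows inhibition above about 80%, whatever the replicate mean, limit read from the data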;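 further: 0% = DMSO neutral controls and 100% = 20 µM radicicol positive controls; yeast relying on Plasmodium falciparum Hsp90 in place of its own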
# PKA-R1A activ: activators of PKA-R1A holoenzyme, primary screen, biochemical, fluorescence polarization, Cy5-IP20, bovine R1A, mouse PKAc; actives 0.083% (n = 340,000); cAMP-dependent protein kinase type I-alpha regulatory subunit (Bos taurus) + …; AID 504707, 2011; PKA-R1A dissociation; scaled: DMSO 0%, 113 µM cGMP 100%; activation, % at 11.4 µM;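 active means percent activation above the mean of all tested compounds plus 3 SD, cut at about 19% in these data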;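 further: higher means more PKAc released from R1A so a rise in polarization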
# AddAB inh: growth inhibition of E. coli expressing H. pylori AddAB, primary screen, AddAB inhibitor project, absorbance | actives 0.29% (n = 330,000) | inhibition, % at 11.9 µM; in the data active means inhibition above about 12%;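 further: 0% = vehicle wells of infected cells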
# E coli growth: E. coli V3065 growth inhibition, primary screen, counter-screen for AddAB inhibitor project, absorbance, OD600. inhibition, % at 11.9 µM. actives 0.27% (n = 330,000). 18 h;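 active means inhibition above the campaign's mean inhibition across all tested compounds plus 3 SD, cut at about 9.9% in these data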;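 further: uninfected addAB+ strain grown without phage in ampicillin broth; 0% = DMSO wells and 100% = ciprofloxacin 0.95 µg/ml wells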
# OPRM1-OPRD1 ag: agonists of OPRM1-OPRD1 heterodimerization, primary screen, cell-based, luminescence; Mu-type opioid receptor (Homo sapiens) + Delta-type opioid receptor (Homo sapiens), …; cells; activation, % at 9.3 µM; actives 0.3% (n = 340,000); in the data active means activation above about 18%;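 further: 0% = vehicle-treated cells and 100% = reference agonist; values of inactives mirror those of a sister screen read the other way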
# OPRM1-OPRD1 inv: inverse agonists of MOR-DOR heterodimerization, primary screen, cell-based, luminescence; Mu-type opioid receptor (Homo sapiens) + Delta-type opioid receptor (Homo sapiens), …; AID 504357, 2011; actives 0.21% (n = 340,000); cell-based MOR-DOR heterodimer luminescence, inverse agonism; inhibition, % at 9.3 µM; in the data active means inhibition above about 22%, passing the limit was not always enough;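 further: 0% = cells with DMSO and 100% = wells without cells with DMSO; values of inactives mirror those of a sister screen read the other way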
# HTR5A inv ag: HTR5A inverse agonists in luminescence cell assay, primary screen, counter-screen for OPRM1-OPRD1 heterodimer inverse agonist project, full-deck HTS | 5-hydroxytryptamine receptor 5A (Homo sapiens), P47898 | HTR5A cell line, inverse agonism | inhibition, % at 9.3 µM | actives 0.083% (n = 340,000) | AID 504634, 2011; in the data active means inhibition mostly above about 23%, no sharp cut-off; inactive means mostly below about 18%;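 further: 0% = cells with DMSO and 100% = no-cell wells with DMSO; some compounds called inactive have numbers as strong as hits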
# Pemphigus Ab inh: inhibitors of pemphigus antibody binding to DSG3, primary screen, biochemical, bead-based, flow cytometry, scFv-GFP; DSG3-coupled beads, scFv-anti-DSG3-GFP binding; active compounds read low; binding (percent of control), % at 10 µM; actives 0.48% (n = 310,000); AID 588358, 2011;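 active means binding more than 3 SD below its plate's average and above zero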;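 further: hits lower antibody fragment binding to DSG3; some compounds called inactive have numbers as strong as hits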
# Target sequence (P32926 whole entry, looked up, the tested form may be a part): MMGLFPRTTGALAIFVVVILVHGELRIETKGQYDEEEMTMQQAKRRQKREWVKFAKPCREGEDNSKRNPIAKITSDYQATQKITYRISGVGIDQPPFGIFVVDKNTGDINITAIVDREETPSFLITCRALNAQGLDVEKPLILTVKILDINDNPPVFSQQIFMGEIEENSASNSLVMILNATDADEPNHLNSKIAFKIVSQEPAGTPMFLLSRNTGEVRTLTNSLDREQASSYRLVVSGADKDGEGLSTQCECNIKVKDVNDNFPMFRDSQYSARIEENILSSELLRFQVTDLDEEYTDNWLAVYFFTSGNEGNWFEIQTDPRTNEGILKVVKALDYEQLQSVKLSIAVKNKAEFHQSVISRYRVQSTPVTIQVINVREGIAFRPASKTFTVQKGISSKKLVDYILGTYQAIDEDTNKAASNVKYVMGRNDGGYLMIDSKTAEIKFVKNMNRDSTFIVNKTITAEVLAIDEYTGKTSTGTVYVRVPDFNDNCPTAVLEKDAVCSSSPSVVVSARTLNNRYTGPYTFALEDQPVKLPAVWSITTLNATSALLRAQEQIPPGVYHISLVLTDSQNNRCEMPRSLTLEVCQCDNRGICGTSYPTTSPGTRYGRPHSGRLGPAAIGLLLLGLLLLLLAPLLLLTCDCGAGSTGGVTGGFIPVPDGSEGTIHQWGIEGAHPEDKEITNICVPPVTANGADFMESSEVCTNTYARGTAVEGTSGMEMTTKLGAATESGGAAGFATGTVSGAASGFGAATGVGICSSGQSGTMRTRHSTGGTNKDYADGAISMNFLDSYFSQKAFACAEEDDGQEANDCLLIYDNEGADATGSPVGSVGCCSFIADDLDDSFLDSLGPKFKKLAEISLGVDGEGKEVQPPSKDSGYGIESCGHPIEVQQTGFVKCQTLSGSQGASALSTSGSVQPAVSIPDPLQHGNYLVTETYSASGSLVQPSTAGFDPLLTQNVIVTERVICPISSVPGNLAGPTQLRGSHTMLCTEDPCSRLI
# phage Ecoli inh: growth loss of phage-infected E. coli, primary screen, RecBCD inhibitor project, absorbance, with phage, HTS. inhibition, % at 11.9 µM. actives 0.26% (n = 360,000). AID 651602, 2012; in the data active means inhibition above about 11%
# HTR5A ag ctr: HTR5A agonists in luminescence cell assay, primary screen, counter-screen for OPRM1-OPRD1 heterodimer agonist project, full-deck HTS | activation, % at 9.3 µM | 5-hydroxytryptamine receptor 5A (Homo sapiens), P47898 | actives 0.61% (n = 340,000) | cell-based; in the data active means activation mostly above about 9.5%, no sharp cut-off; inactive means mostly below about 7.6%;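 further: 0% = cells with vehicle only and 100% = reference agonist; strong numbers were not always called active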
# SUMO Mot1 rescue: yeast Mot1-301 growth rescue at high temperature, primary screen, SUMOylation pathway inhibitor project, S. cerevisiae, ATP luminescence, 38.5C; actives 1% (n = 320,000); growth rescue, % at 18.8 µM; S. cerevisiae Mot1-301 growth rescue; percent above DMSO median, 100 means doubled;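 active means every valid replicate shows activation above 250% relative to neutral control wells; inactive means the rest, any valid replicate at or below 250%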;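 further: OY570 slx delta 5 strain wells were the positive control but not used for scaling; some compounds called inactive have numbers as strong as hits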
# * marks the source's active call; other numbers are inactive results; i = inactive; . = not tested or not shown.
SMILES,PfHsp90 yeast 2,PKA-R1A activ,AddAB inh,E coli growth,OPRM1-OPRD1 ag,OPRM1-OPRD1 inv,HTR5A inv ag,Pemphigus Ab inh,phage Ecoli inh,HTR5A ag ctr,SUMO Mot1 rescue
O=C(CCc1nnc(CCc2ccccc2)o1)NC(c1cccnc1)C(F)(F)F (configuration not stated),-24,5,-1.6,-0.2,1.0,-5,-8,101,0.9,3,6
CN(C)CCNc1c2c(nc3nnnn13)CCCC2,.,-6,5.1,0.4,-2.7,13,-1,117,3.0,0,-1
CN(CC(=O)Nc1ccccc1)CC(=O)Nc1ccc(F)cc1,5,1,4.2,1.1,-2.3,12,15,101,0.8,1,149
NC(=O)C1CCN(C(=O)CNC(=O)c2ccc(Br)o2)CC1,-12,-7,-0.5,2.9,-2.4,13,-5,95,4.4,2,390
CCn1c(=O)c2ccccc2n(Cc2cccc([N+](=O)[O-])c2)c1=O,7,0,-1.2,0.1,-3.2,15,11,103,4.6,-3,-7
Cc1ccc(N2C(=O)C3ON(c4ccccc4)C(CC(C)C)C3C2=O)cc1 (configuration not stated),24,-2,1.6,2.6,11,-59,-17,106,0.9,-3,-6
CCOC(=O)[C@H]1[C@H]2COc3ccc(Br)cc3[C@@H]2N2C(=O)[C@H](C)NC(=O)[C@@]12C,.,-1,4.2,2.4,-3.2,17,-22,101,1.6,3,9
CCOC(=O)c1c(COC(=O)c2ccco2)nc2ccccc2[n+]1[O-],-36,-8,2.2,1.3,-3.6,16,5,.,1.4,-2,-7
CC1(C)C(=O)Nc2ccccc2N1C(=O)COC(=O)CNS(=O)(=O)c1ccc(Br)cc1Cl,.,4,.,.,-0.3,1,-4,91,-1.3,2,.
CCc1noc(C)c1C(=O)Nc1cc(C(F)(F)F)ccc1-n1cncn1,.,6,0.8,0.0,-1.1,7,-13,97,-0.1,5,-20

# Another view of 4 compounds above:
SMILES: CCn1c(=O)c2ccccc2n(Cc2cccc([N+](=O)[O-])c2)c1=O
- PfHsp90 yeast 2: 7
- PKA-R1A activ: 0
- AddAB inh: -1.2
- E coli growth: 0.1
- OPRM1-OPRD1 ag: -3.2
- OPRM1-OPRD1 inv: 15
- HTR5A inv ag: 11
- Pemphigus Ab inh: 103
- phage Ecoli inh: 4.6
- HTR5A ag ctr: -3
- SUMO Mot1 rescue: -7

SMILES: Cc1ccc(N2C(=O)C3ON(c4ccccc4)C(CC(C)C)C3C2=O)cc1 (configuration not stated)
- PfHsp90 yeast 2: 24
- PKA-R1A activ: -2
- AddAB inh: 1.6
- E coli growth: 2.6
- OPRM1-OPRD1 ag: 11
- OPRM1-OPRD1 inv: -59
- HTR5A inv ag: -17
- Pemphigus Ab inh: 106
- phage Ecoli inh: 0.9
- HTR5A ag ctr: -3
- SUMO Mot1 rescue: -6

SMILES: CCOC(=O)[C@H]1[C@H]2COc3ccc(Br)cc3[C@@H]2N2C(=O)[C@H](C)NC(=O)[C@@]12C
- PfHsp90 yeast 2: .
- PKA-R1A activ: -1
- AddAB inh: 4.2
- E coli growth: 2.4
- OPRM1-OPRD1 ag: -3.2
- OPRM1-OPRD1 inv: 17
- HTR5A inv ag: -22
- Pemphigus Ab inh: 101
- phage Ecoli inh: 1.6
- HTR5A ag ctr: 3
- SUMO Mot1 rescue: 9

SMILES: CCOC(=O)c1c(COC(=O)c2ccco2)nc2ccccc2[n+]1[O-]
- PfHsp90 yeast 2: -36
- PKA-R1A activ: -8
- AddAB inh: 2.2
- E coli growth: 1.3
- OPRM1-OPRD1 ag: -3.6
- OPRM1-OPRD1 inv: 16
- HTR5A inv ag: 5
- Pemphigus Ab inh: .
- phage Ecoli inh: 1.4
- HTR5A ag ctr: -2
- SUMO Mot1 rescue: -7

# Continued.
SMILES,PfHsp90 yeast 2,PKA-R1A activ,AddAB inh,E coli growth,OPRM1-OPRD1 ag,OPRM1-OPRD1 inv,HTR5A inv ag,Pemphigus Ab inh,phage Ecoli inh,HTR5A ag ctr,SUMO Mot1 rescue
Cc1ccc(C(=O)Nc2ccc(Nc3ccccc3)cc2)c(Cl)c1,6,-16,-1.2,-0.6,-1.0,5,-25,107,-1.4,1,-5
COc1cccc(CC(Cc2nc3ccccc3[nH]2)c2nc3ccccc3[nH]2)c1 (configuration not stated),-4,2,3.0,1.9,0.8,-4,3,106,5.0,-1,i
COc1cccc(NC(=O)CN2CCN(S(=O)(=O)c3ccc(C(C)C)cc3)CC2)c1,-13,-12,2.1,-2.2,-0.1,0,8,.,2.5,-3,8
O=C(NCC1CCCO1)C1CC1(c1ccccc1)c1ccccc1 (configuration not stated),-1,0,0.9,1.1,-1.1,6,2,95,4.3,-1,-4
O=C(COC(=O)CC1SC(N2CCCC2)=NC1=O)Nc1ccc(Br)cc1 (configuration not stated),-17,-6,.,.,-2.5,13,7,105,1.0,-2,.
COc1ccccc1-c1c(C)oc2c(CN3CCN(C)CC3)c(O)ccc2c1=O,.,11,2.1,0.7,-3.5,17,8,101,1.9,-3,-5
N#Cc1ccc(OC(=O)c2cnccn2)cc1,13,-1,0.7,0.6,-1.2,9,5,.,-1.2,-2,10
O=C(NC1CCCC1)C(c1cccs1)N(Cc1ccco1)C(=O)Cn1nnc(-c2cccs2)n1 (configuration not stated),20,-8,-4.2,-0.4,1.7,-10,7,98,2.4,3,-3
Cc1cc([N+](=O)[O-])nn1CC(=O)NC(C)c1ccccc1 (configuration not stated),-11,0,5.4,1.3,-2.3,11,-11,99,0.5,3,3
CCOc1ccc2c(c1)c(N=O)c(O)n2C,-4,5,2.3,-0.7,-0.2,1,-6,.,4.8,-1,8
COc1cc(CCCN2C(N)=NC[C@@H]2c2ccccc2)cc(OC)c1OC,14,-12,4.5,-0.5,-1.7,10,-11,101,3.5,-2,-15
CCOC(=O)c1ccc(N2C(=O)CC(Nc3ccc(O)cc3)C2=O)cc1 (configuration not stated),7,5,-0.1,-0.1,3.1,-16,6,104,-0.4,-5,-5
COc1ccc(Cl)cc1NC(=O)Nn1cnnc1,.,0,4.5,0.4,-2.7,12,11,106,1.9,4,10
COc1ccccc1/C=C/C=N/n1c(-c2n[nH]c3c2CCC3)n[nH]c1=S,.,.,0.7,0.7,.,.,.,107,1.9,.,1
C/C(=N\NC(=O)CCCOc1ccc(Cl)cc1C)c1ccc(C)o1,19,-4,1.4,-1.4,-1.2,6,14,86,2.3,2,-4
O=C(Nc1ccc(-n2ccc(C(F)(F)F)n2)cc1)c1cccs1,-6,-16,3.0,1.9,1.9,-10,-15,85,4.2,6,-3
COc1ccc(Cn2nnnc2C(c2cc(OC)ccc2OC)N2CCC(C(N)=O)CC2)cc1 (configuration not stated),6,2,1.2,0.7,-3.7,17,-9,104,-0.9,-4,6
Cc1ccn2c(NC(=O)c3ccccc3)c(-c3cccs3)nc2c1,.,6,0.9,0.6,-0.5,3,14,100,0.9,5,-5
CCOc1ccc(/C=N/NC(=O)C(C)Sc2ccccn2)cc1OCC (configuration not stated),-9,-15,0.2,-0.6,-2.9,14,3,83,1.7,0,6
Cc1ccc2nc(Cl)c(C3CC(c4ccco4)=NN3C(=O)CCCC(=O)O)cc2c1 (configuration not stated),-10,-14,1.0,-0.1,-0.9,5,-3,95,1.8,1,-7
CCOC(=O)C12CNC(=O)C(C(=O)OCC)(CNC1=O)C2,-21,-3,4.2,-1.3,-0.5,3,-42,109,1.8,6,-3
CCOC(=O)c1cnc(SCC(=O)Nc2ccc(NC(C)=O)c(OC)c2)nc1N,.,2,4.6,0.3,-1.1,6,-24,98,0.7,3,-29
CCN(C(=O)CSc1n[nH]c(N)n1)c1cccc2ccccc12,13,6,1.0,3.3,-2.5,10,-8,.,-0.6,3,-9
Cc1[nH]n(C(N)=S)c(=O)c1N=Nc1ccccc1C(F)(F)F,-40,4,9.0,7.3,-1.6,7,2,119,6.5,-1,10
CS(=O)(=O)c1ccc(C(=O)NNC(=O)c2ccccc2-n2cccc2)cc1,.,0,-0.2,-3.4,-1.8,8,-6,102,-3.5,2,2
CCN(CCN1CCCC1)C(=O)C1CCC(=O)N(CCCN2CCOCC2)C1 (configuration not stated),-20,-11,4.4,0.1,-2.2,9,2,109,2.3,-1,-23
CC(C#N)Sc1ccc(S(=O)(=O)N2CCCCC2)cn1 (configuration not stated),29,7,-0.6,0.5,-4.3,17,9,112,2.1,6,1
CC(NC(=O)COc1ccccc1)C1COc2ccccc2O1 (configuration not stated),65,1,4.1,0.0,-1.8,10,-47,.,-0.2,3,10
CC(C)OC(=O)C(C)Oc1ccc(C(=O)NCCc2ccccc2)cc1 (configuration not stated),-70,-8,1.4,-1.9,-1.3,8,24,97,2.3,-9,40
COc1ccc(C(=O)Nc2ccccc2C(=O)N/N=C/c2ccc(O)c(OC)c2)cc1,-33,-3,0.8,0.4,-0.2,1,-1,115,5.3,5,-14
Cc1cccc(NC2=C(Cl)C(=O)OC2OC(C)C)c1 (configuration not stated),18,-4,4.1,1.1,-1.2,6,-8,102,0.3,4,-13
COc1cccc(-c2nc(NC(C)(C)C)c3ccccc3n2)c1O,16,-2,-1.4,-1.3,4.0,-25,14,102,4.0,-5,202
Cc1ccc(-c2cc(C(=O)Nc3ccc(S(=O)(=O)Nc4ncccn4)cc3)c3ccccc3n2)cc1,12,-1,4.3,-1.1,0.5,-2,-9,106,0.4,-2,2
Cc1ccc(-c2csc(NCCn3c(-c4ccncc4)nc4ccccc43)n2)cc1,40,-5,1.0,-0.2,.,.,.,.,0.8,.,-6
CC(C)C(Nc1ccc(S(=O)(=O)N2CCOCC2)cc1[N+](=O)[O-])C(=O)O (configuration not stated),.,-3,0.7,-0.3,-2.5,12,0,113,-3.1,-1,7
CCn1cc(C(=O)NC2CC(C)(C)Cc3c2cnn3-c2cccc(F)c2)cn1 (configuration not stated),0,7,-0.3,1.6,-0.1,1,-7,95,1.2,4,-5
CC(Nc1ccccc1N1CCCCC1)C(=O)N1CCc2ccccc21 (configuration not stated),12,9,2.3,0.5,4.8,-22,-12,102,0.9,5,-9
CN(C(=O)CSc1ncnc2sccc12)c1c(N)n(Cc2ccccc2)c(=O)[nH]c1=O,-11,9,1.4,2.0,-3.5,19,9,97,1.8,6,-2
C=CCC1NS(=O)(=O)O[C@H](CCCC)[C@@H]1O (some centres not stated),-7,8,0.6,-0.1,-1.8,10,3,109,-0.2,-1,-5

# Assay outcomes as filed in PubChem BioAssay.
